Screening data as filed in PubChem BioAssay.
DUSP3 inh – inhibitors of human VHR1 phosphatase (DUSP3). recombinant VHR phosphatase, pNPP absorbance. hit rate 0.52% among 290,000. P51452. inhibition, % at 13.3 µM. AID 1654; in the data active = inhibition above about 50%; note: some compounds called inactive have numbers as strong as hits
Target sequence (P51452 whole entry, looked up): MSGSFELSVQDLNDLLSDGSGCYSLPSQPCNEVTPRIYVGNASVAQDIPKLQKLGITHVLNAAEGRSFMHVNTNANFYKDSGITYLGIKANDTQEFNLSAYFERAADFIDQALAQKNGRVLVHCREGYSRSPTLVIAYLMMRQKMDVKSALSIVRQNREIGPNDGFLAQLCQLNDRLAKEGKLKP
SARS 3CLpro inh – SARS-CoV 3CLpro protease inhibition. hit rate 0.14% among 290,000. P0C6X7. inhibition, % at 6 µM. recombinant SARS-CoV 3CLpro, quenched FRET peptide cleavage; in the data active = inhibition above about 12%
Yp Topo-I inh – inhibitors of Yersinia pestis topoisomerase I | Y. pestis Topo-I cleavage product accumulation, plate reader | activity, % at 10 µM | hit rate 0.064% among 360,000 | AID 504884; in the data active = activity above about 50%, passing the limit was not always enough; note: inactives centre near 2
PriA SSB inh – K. pneumoniae PriA-SSBct interaction inhibition | AlphaScreen SSBct-PriA binding, biotinylated peptide | inhibition, % at 33 µM | hit rate 0.6% among 430,000 | AID 1272365; in the data active = inhibition mostly above about 37%, no sharp cut-off; inactive = mostly below about 20%;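 note: plate controls were negative control peptide for no effect and reference peptide for full effect; strong numbers were not always called active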
PrPC TRFRET – inhibitors of human cell surface prion protein PrPC; P04156; TR-FRET read-out; inhibition, % at 13.8 µM; hit rate 0.43% among 370,000; in the data active = inhibition above about 24%; note: 0% = median of the test wells and 100% = reference compound wells
TcdB GH inh – blocks C. difficile toxin B glycohydrolase activity. hit rate 0.24% among 350,000. AID 652162. TcdB glycohydrolase enzymatic assay, plate reader. inhibition, % at 9.99 µM; in the data active = inhibition above about 10%
CCHFV vOTU inh – CCHFV vOTU protease inhibition; Pep-AMC fluorescence; inhibition, % at 11.5 µM; hit rate 0.55% among 370,000; AID 651958; in the data active = inhibition above about 30%; note: 0% = vehicle wells with enzyme and 100% = no enzyme wells
BH1578 lux ind – quorum light induction in luxS cqsA deficient V. cholerae; V. cholerae BH1578 lux reporter, luminescence, 6 h; activation, % at 18.7 µM; hit rate 0.16% among 350,000; AID 588436; in the data active = activation mostly above about 9.7%, no sharp cut-off; note: not every result past the cut was called active; inactives centre near 0; reference of the scale not given here
Rv3671c inh – inhibitors of M. tuberculosis serine protease Rv3671c | P9WHR9 | inhibition, % at 5.96 µM | hit rate 0.048% among 320,000 | AID 2606; in the data active = inhibition above about 38%;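 note: extracellular domain of Rv3671c used as enzyme; 0% = enzyme with DMSO and 100% = no enzyme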
Target sequence (P9WHR9 whole entry, looked up, the tested form may be a part): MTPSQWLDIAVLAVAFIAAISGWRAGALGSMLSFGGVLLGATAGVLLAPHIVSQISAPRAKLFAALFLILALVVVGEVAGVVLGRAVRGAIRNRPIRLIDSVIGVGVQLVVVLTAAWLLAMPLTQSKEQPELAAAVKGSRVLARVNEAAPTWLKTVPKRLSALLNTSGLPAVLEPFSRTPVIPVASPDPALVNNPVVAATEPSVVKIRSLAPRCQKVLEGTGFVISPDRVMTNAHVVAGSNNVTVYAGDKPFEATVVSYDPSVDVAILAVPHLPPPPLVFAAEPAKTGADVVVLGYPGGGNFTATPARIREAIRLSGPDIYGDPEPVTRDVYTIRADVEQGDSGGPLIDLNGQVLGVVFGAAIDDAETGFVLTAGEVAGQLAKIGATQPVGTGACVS
MazF activator – MazEF (E. coli) toxin RNase activation. activation, % at 20 µM. P0AE70. AID 504720. FAM/BHQ RNA-DNA oligo cleavage fluorescence, 5 h. hit rate 0.32% among 350,000; in the data active = activation above about 50%
Target sequence (P0AE70 whole entry, looked up): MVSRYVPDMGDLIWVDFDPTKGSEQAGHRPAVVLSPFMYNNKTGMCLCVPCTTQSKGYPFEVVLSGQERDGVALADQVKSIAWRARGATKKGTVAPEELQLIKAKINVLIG
Active calls of the source: *; i = inactive; x = no result given; & = joins results of further samples. An excerpt. The share of hits here may be higher or lower than overall.

SMILES	DUSP3 inh	SARS 3CLpro inh	Yp Topo-I inh	PriA SSB inh	PrPC TRFRET	TcdB GH inh	CCHFV vOTU inh	BH1578 lux ind	Rv3671c inh	MazF activator
CCNC(=O)Nc1cc2nc(C)n(Cc3ccc(Br)cc3)c2nc1C	-6	-2	-2	1	0	x	-1	-0.6	1	-1
Cn1c(=O)[nH]c(=O)c2c1nc(CN1CCN(c3ccc(F)cc3)CC1)n2CCCc1ccccc1	-3	0	27	-12	-5	x	-2	-0.5	-1	2
CC(=O)N1CCN(c2ccc(NCc3cccc(C)c3)cc2)CC1	x	x	12	29	-18	-13	12	-1.0	-15	6
CCOc1ccc(N(CC(=O)NCCCOC)S(C)(=O)=O)cc1	-6	3	-2	-8	-3	x	-2	i	-5	0
Cc1ccc(C)c(COC(=O)c2cc(S(=O)(=O)N3CCCCC3)ccc2N2CCOCC2)c1	x	x	26	1	7	0.8	7	i	-12	5
CN(CC(=O)Nc1cccc(F)c1)C(=O)C1CC(=O)N(CCc2ccccc2)C1 (stereo unspecified)	x	x	1	-5	-10	2.2	-1	i	8	9
O=C1OCCC1Sc1nnc(-c2ccc3c(c2)OCO3)n1-c1ccccc1 (stereo unspecified)	19	0	10	-9	-1	-0.5	12	-0.7	-4	6
Clc1ccc2nsnc2c1NC1=NCCN1	x	x	0&-4	0	-7&-16	2.3&0.9	5&-3	-0.3	2&-2	10&-3
CN1C(C(=O)Nc2ccccn2)=C(O)c2sccc2S1(=O)=O	1	0	-5	-7	8	-0.2	3	i	3	12
CCC(=O)N1CCc2cc(S(=O)(=O)CCC(=O)N3CCN(c4ccc(F)cc4)CC3)ccc21	-6	4	4	15	1	0.8	13	i	0	-1
O=C(Cc1cccs1)N1CCCC(c2nc(-c3ccc(S(=O)(=O)N4CCCC4)cc3)no2)C1 (stereo unspecified)	-6	1	23	3	12	x	9	i	4	0
COc1ccccc1C(CNC(=O)C(C)Oc1ccc(Br)cc1)N1CCCC1 (stereo unspecified)	x	x	-2	-4	0	0.8	9	i	-9	-6
COC(=O)C1=C(NC(=O)c2ccc(C)c(C)c2)CCS1	27	0	11	-13	-3	x	1	-0.3	5	9
c1ccc(C2=NCCCO2)cc1	x	x	2	x	8	0.0	0	-3.7	x	4
O=C(Cc1ccccc1F)Nc1ccc(S(=O)(=O)N2CCCCC2)cc1	-2	6	8	-18	7	0.6	-8	i	3	-2
O=C(COc1ccccc1)NC1=NCCS1	2	3	-5	-15	-2	x	6	0.4	5	5
CC(=O)N1c2ccc(S(=O)(=O)N3CCC(C(=O)NCc4ccc(C)cc4)CC3)cc2CC1C (stereo unspecified)	-24	1	20	-6	16	1.7	-6	-0.3	-7	7
O=C(NCCc1ccc(Cl)cc1)C1(c2ccccc2)CC1	5	0	29	-14	-2	1.6	23	i	-9	-3
O=C(NC1CCCN(Cc2ccccc2F)C1)c1cccc(N2CCCC2=O)c1 (stereo unspecified)	10	-6	3	-13	-6	-0.4	-6	x	4	-2
CC(CC1C(C#N)=C(N)SC(N)=C1C#N)c1ccccc1 (stereo unspecified)	23	-2	-3	1	12	x	6	i	-1	-44

Shown as comma-separated lines: four of the compounds above.
smiles,DUSP3 inh,SARS 3CLpro inh,Yp Topo-I inh,PriA SSB inh,PrPC TRFRET,TcdB GH inh,CCHFV vOTU inh,BH1578 lux ind,Rv3671c inh,MazF activator
O=C(Cc1ccccc1F)Nc1ccc(S(=O)(=O)N2CCCCC2)cc1,-2,6,8,-18,7,0.6,-8,i,3,-2
O=C(COc1ccccc1)NC1=NCCS1,2,3,-5,-15,-2,x,6,0.4,5,5
O=C(NCCc1ccc(Cl)cc1)C1(c2ccccc2)CC1,5,0,29,-14,-2,1.6,23,i,-9,-3
COC(=O)C1=C(NC(=O)c2ccc(C)c(C)c2)CCS1,27,0,11,-13,-3,x,1,-0.3,5,9

(list continues)
SMILES	DUSP3 inh	SARS 3CLpro inh	Yp Topo-I inh	PriA SSB inh	PrPC TRFRET	TcdB GH inh	CCHFV vOTU inh	BH1578 lux ind	Rv3671c inh	MazF activator
O=C(CCc1ccccc1)NNC(=O)c1cccc(F)c1	12	-8	1	-13	1	0.0	4	-0.7	8	-8
O=c1oc2ccccc2c(Nc2ccc3ncccc3c2)c1[N+](=O)[O-]	-4	0	-4	-13	2	0.7	-7	-0.3	3	0
CCN(CC)c1ncc(C#N)c(N)n1	32	-1	3	-1	5	0.0	-4	0.5	2	1
Cc1ccc(Cl)c(Cn2cnc3c(cnn3C(C)(C)C)c2=O)c1F	x	x	33	-17	13	1.5	13	-0.4	-5	-1
CS(=O)(=O)c1ccc(Cl)c(NC(=O)COC(=O)CCN2C(=O)C3CC=CCC3C2=O)c1 (stereo unspecified)	x	x	4	-9	-1	-0.6	2	-0.3	x	1
CCCCOCCCNC(=O)c1ccccc1OCC	18	-3	1	-5	3	0.4	-5	-1.9	-13	0
Cc1ccc(NC(=O)Nc2cnccn2)cc1Cl	1	9	-3	-7	13	-1.3	-12	i	-11	-6
Cc1cc(=O)oc2ccc(OC(=O)CN3C(=O)c4cccc([N+](=O)[O-])c4C3=O)cc12	-11	-6	-2	2	-4	7.0	9	-0.3	-6	5
Cc1nc(NC(=O)CN(C)S(=O)(=O)c2ccc(Br)cc2)sc1C	-15	6	15	6	6	x	-1	-0.2	-15	0
Cc1cc2ccccc2n1CCNC(=O)C(C)Oc1ccccc1 (stereo unspecified)	-10	2	27	35	41*	2.2	-3	-0.2	0	-35
CCC(C)[C@H](NC(=O)C1CCN(C(=O)[C@H](Cc2ccccc2)NS(=O)(=O)c2ccc(C)cc2)CC1)C(=O)O (stereo partly specified)	16	1	7	9	-4	0.3	-3	0.4	-15	16
COc1cc(/C=N/n2cc(-c3ccccc3)[nH]c2=S)cc(OC)c1O	20	-1	-5	x	0	-9.4	6	-0.7	7	1
Cc1nc2ccc(C(=O)Nc3ccc(N(C)C)cc3)cc2s1	x	x	2	-1	6	0.4	-5	1.1	9	2
Cc1ccc(SCC(=O)NNC(=O)CCS(=O)(=O)c2ccc(C)cc2)cc1	x	x	7	0	-6	1.1	-1	i	-2	3
Cc1cc(C)nc(NS(=O)(=O)c2cccs2)c1	21	1	1	-2	5	-0.3	-2	-0.2	11	11
CCOc1cc(/C=C2/NC(=O)NC2=O)cc([N+](=O)[O-])c1O	24	5	-1	11	-57	x	12	-0.3	-9	3
CCN(CC)c1ccc(C(=O)Nn2c(C)nc3ccccc3c2=O)cc1	42	-3	4	-7	3	0.4	-5	i	-5	18
CSc1ccccc1NC(=O)c1ccccc1N(Cc1ccccc1)S(C)(=O)=O	-19	3	15	7	x	2.1	x	-0.1	2	0
Cn1ncc(Cl)c1C(=O)Nc1sc2c(c1C(N)=O)CCC2	-8	-5	-12	-11	0	x	-3	i	-1	-6
CC1CC(C)(C)N(C(=O)NC2CCCCC2)c2ccccc21 (stereo unspecified)	9	0	2	4	-1	x	-11	-7.1	-7	1
O=C(CSc1ncccn1)NC1CCCC1	x	x	0	x	3	0.5	16	-0.8	x	-3
Cc1[nH]c2ccccc2c1/C=N/Nc1ccccn1	17	0	x	x	-1	1.9	2	x	x	x
CCn1nc(C)c(CNC(=O)CC2C(=O)NCCN2CC(C)(C)C)c1C (stereo unspecified)	-6	-4	-3	-1	-3	0.7	-2	i	-3	0
CN(C)CCN1C(=O)C(=O)/C(=C(/O)c2ccc(S(=O)(=O)N3CCOCC3)cc2)C1c1ccc(F)cc1 (stereo unspecified)	1	-7	6	x	-13	1.4	16	i	7	1
CCOc1cccc(N2C(=O)CC(N(CCc3ccc(OC)c(OC)c3)C(=O)CC)C2=O)c1 (stereo unspecified)	-16	2	0	-14	1	x	10	2.6	5	-8
Cc1ccccc1OCC(=O)Nc1cccc(C(=O)O)c1	28	-2	-11	3	0	-1.4	-15	x	x	6
COC(=O)c1sccc1NC(=O)CN1CCN(c2ccc(F)cc2)CC1	37	-2	16	13	10	x	19	-0.3	-10	2
CCN(C(=O)COC(=O)C(c1ccccc1)c1ccccc1)c1c(N)n(Cc2ccccc2)c(=O)[nH]c1=O	x	x	32	0	8	3.0	11	i	x	-2
COc1cccc(C(=O)COC(=O)CCC(=O)c2ccccc2)c1	-5	5	13	-39	0	1.6	11	-0.4	0	-3
CCCOc1ccccc1-n1sc2c(c1=S)-c1cc(OC)cc3c1N(C(=O)C3=O)C2(C)C	-8	2	-7	10	-7	x	3	-0.3	6	3
COC(=O)[C@]1(C)N[C@H](CN(C)S(=O)(=O)c2ccc(OC(F)(F)F)cc2)[C@@H]2C(=O)N(Cc3ccccc3)C(=O)[C@@H]21	x	x	15	0	1	0.9	4	-1.0	6	0
CC(=O)c1cccc(OCc2cc(C(=O)N(C)C(C)c3ccccn3)no2)c1 (stereo unspecified)	18	0	11	6	-3	0.1	18	-1.9	8	0
O=C(Nc1ccc(NC(=O)C2CC2)nc1)c1ccccn1	0	1	4	-5	-2	x	-1	i	3	3
CSc1ccccc1COC(=O)Nc1ccccc1C	24	-4	14	-15	-2	0.9	9	0.7	-2	2
COC(=O)c1c(C)[nH]c(O)c1C=Nc1ccc(Oc2ccccc2)cc1	16	2	-2	20	-1	0.9	-14	-0.1	-7	9
O=C(CC1COc2ccccc2O1)NCc1ccccc1 (stereo unspecified)	9	-3	16	-7	4	1.5	-2	i	-2	-8
CC(C)C(c1nnnn1C1CCCCC1)N1CCc2ccccc21 (stereo unspecified)	10	0	4	-7	2	x	-2	i	1	-1
CN(C)c1ccc(-c2csc(C(C)(O)c3ccc(F)c(F)c3)n2)cc1 (stereo unspecified)	x	x	-13	x	15	-0.1	17	-0.3	x	x
O=c1ccc2c(ccc3ncccc32)o1	x	x	6	x	-19	-0.5	-11	-5.0	x	4
COc1ccc(C(C(=O)Nc2ccc(F)cc2)N(C(=O)Cn2nnc3ccccc32)C2CC2)cc1 (stereo unspecified)	6	7	13	-2	-5	x	-8	i	2	6
COc1ccn(C2CCCCO2)c(=O)n1 (stereo unspecified)	x	x	-1	-8	1	-0.4	-4	-2.0	x	-8
O=C(CSc1ccccc1F)NCC(c1ccco1)N1CCCCC1 (stereo unspecified)	x	x	8	x	9	-0.3	-1	-0.6	x	5
COc1ccc(C(=O)OCC(=O)Nc2cc(C)c(C)cc2[N+](=O)[O-])cc1	17	2	-6	3	-10	-0.6	6	-0.2	-11	13
COc1ccc(-c2[nH]ncc2/C=N/NC(=O)c2cc(Br)ccc2O)c(OC)c1	5	4	5	x	3	x	24	1.6	10	-6
Cc1ccc(Cl)cc1N1CCN(Cc2nc3c(c(=O)[nH]c(=O)n3C)n2CCc2ccccc2)CC1	35	1	5	3	1	x	2	i	3	-58
CC(C)CN(C(=O)c1cc(=O)[nH]c2ccccc12)c1c(N)n(Cc2ccccc2)c(=O)[nH]c1=O	x	x	-5	5	3	1.5	-4	-1.2	0	2
COc1cc2cc(C(=O)N/N=C/c3ccc(F)cc3)[nH]c2cc1OC	-2	-5	-15	x	0	1.2	18	i	7	7
CCOc1ccc(C2C3=C(CCCC3=O)Nc3nc(C(F)(F)F)nn32)cc1OC (stereo unspecified)	-8	2	-1	-7	-4	x	20	i	-3	3
O=C(Cc1ccccc1F)Nc1cc(S(=O)(=O)N2CCCC2)ccc1Cl	x	x	13	-10	-3	0.7	-8	i	-4	2
O=C(/C=C/c1ccc(Cl)cc1Cl)N1CCN(c2ccc([N+](=O)[O-])c(N3CCOCC3)c2)CC1	1	-1	35	4	4	x	8	-2.1	4	-1

More results follow.
SMILES	DUSP3 inh	SARS 3CLpro inh	Yp Topo-I inh	PriA SSB inh	PrPC TRFRET	TcdB GH inh	CCHFV vOTU inh	BH1578 lux ind	Rv3671c inh	MazF activator
Cc1cc(C)cc(OCCn2nnc3ccccc32)c1	17	3	14	-23	-3	3.1	11	1.1	2	-5
CSc1nc2nccc(-c3ccc4c(c3)OCO4)n2n1	21	1	-9	1	3	2.4	-18	-0.6	-4	1
O=C(c1cccs1)N1CCCN(c2ncnc3scc(-c4ccccc4)c23)CC1	31	-1	2	17	8	0.9	11	i	-2	11
CS(=O)(=O)c1ccc2nc(NC(=O)CN3CCCCCC3)sc2c1	21	0	1	2	6	x	11	i	7	6
CC(C)Oc1cc(F)ccc1-c1cc(C(=O)NCc2cccnc2)[nH]n1	x	x	-12	x	-6	0.5	-2	i	x	x
